G9a block = inhibitors of human histone lysine methyltransferase G9a; Q96KQ7; G9a H3K9 monomethylation, AlphaScreen, 2 h; Potency, µM (highest dose often 102 µM), without a hit: at the highest dose activity, negative = inhibition, actives largely listed as inhibitors; hit rate 8.8% among 350,000; AID 504332; note: % is set by controls: 0 for no effect and ±100 for the full control effect; nearly all actives have a fitted effect of over 75% in size
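Using a bead-based AlphaScreen, monomethylated H3K9 product from 2 h room-temperature reactions (G9a 20 nM, peptide 500 nM, SAM 20 uM) was detected with 0.5 ug/mL rabbit anti-H3K9me1 antibody.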
POLK inh = inhibitors of human DNA polymerase kappa; Q9UBT6; purified Pol kappa, fluorescent DNA synthesis assay, 10 min; Potency, µM (series often up to 107 µM), for inactives: at the highest dose activity, negative = inhibition, actives largely listed as inhibitors; hit rate 0.53% among 400,000; AID 588579; note: % is set by controls: 0 for no effect and ±100 for the full control effect
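Enzyme at 10 nM met test compounds for 15 min at room temperature. Substrate addition (50 nM final) began the reaction, which was monitored by fluorescence at 0 and 10 min.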
Pol eta inh = blocks human DNA polymerase eta activity; Q9Y253; recombinant Pol eta, fluorescent DNA replication assay; Potency, µM (doses to about 114 µM), without a hit: at the highest dose activity change, negative = inhibition, usual class: inhibitors; hit rate 1.2% among 390,000; AID 588591; note: % is set by controls: 0 for no effect and ±100 for the full control effect
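Pol eta at 10 nM preincubated with compounds 15 min at room temperature; reaction started with fluorescent substrate (50 nM final) and read kinetically at 0 and 10 min.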
BAZ2B block = BAZ2B (human) inhibition; hit rate 4.4% among 360,000; Q9UIF8; Potency, µM (top dose mostly 114 µM), for the others: top-dose activity change, negative = inhibition, hits mostly inhibitors; AlphaScreen BAZ2B-H3K14Ac peptide displacement; note: % is set by controls: 0 for no effect and ±100 for the full control effect; nearly all actives have a fitted effect of over 60% in size
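Complex of BAZ2B and biotin-H3K14Ac (50 nM apiece) forms over 30 min at RT, then faces library compounds up to 110 uM for another 30 min; AlphaScreen beads added, 20 min dark incubation, luminescence read.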
APEX1 inh = APE1 (human) endonuclease inhibition. P27695. recombinant APE1, TAMRA/BHQ-2 abasic DNA cleavage fluorescence. Potency, µM (top dose mostly 65.8 µM), without a hit: at the top dose activity change, negative = inhibition, usual class: inhibitors. hit rate 0.35% among 350,000. AID 2517;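 note: plate controls were vehicle for no effect and reference inhibitor for full effect; nearly all actives have a fitted effect of over 55% in size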
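Step 1: APE1 (0.75 nM) with compound, 15 min RT. Step 2: add 50 nM fluorophore/quencher THF duplex. Step 3: three fluorescence reads 60 s apart (525/598 nm); read 3 minus read 1 = reaction progress.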
POLB inh = DNA polymerase beta (human) inhibition; P06746; hit rate 1.3% among 340,000; Potency, µM (series often up to 114 µM), without a hit: at the highest dose activity change, negative = inhibition, actives largely listed as inhibitors; Pol beta primer extension/strand displacement, fluorescence kinetic; AID 485314; note: % is set by controls: 0 for no effect and ±100 for the full control effect
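Values derive from four-parameter Hill fits of normalized kinetic data: reads at 0 and 10 min following addition of 50 nM substrate to 10 nM Pol beta preincubated 15 min with compound.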
JMJD2A Tudor = JMJD2A Tudor domain (human) inhibition; O75164; AlphaScreen JMJD2A-Tudor / H3K4me3 peptide binding; Potency, µM (doses to about 114 µM), without a hit: at the highest dose activity change, negative = inhibition, most hits filed as inhibitors; hit rate 4.4% among 390,000; AID 504339; note: % is set by controls: 0 for no effect and ±100 for the full control effect; nearly all actives have a fitted effect of over 50% in size
Target sequence (O75164 whole entry, looked up, the tested form may be a part): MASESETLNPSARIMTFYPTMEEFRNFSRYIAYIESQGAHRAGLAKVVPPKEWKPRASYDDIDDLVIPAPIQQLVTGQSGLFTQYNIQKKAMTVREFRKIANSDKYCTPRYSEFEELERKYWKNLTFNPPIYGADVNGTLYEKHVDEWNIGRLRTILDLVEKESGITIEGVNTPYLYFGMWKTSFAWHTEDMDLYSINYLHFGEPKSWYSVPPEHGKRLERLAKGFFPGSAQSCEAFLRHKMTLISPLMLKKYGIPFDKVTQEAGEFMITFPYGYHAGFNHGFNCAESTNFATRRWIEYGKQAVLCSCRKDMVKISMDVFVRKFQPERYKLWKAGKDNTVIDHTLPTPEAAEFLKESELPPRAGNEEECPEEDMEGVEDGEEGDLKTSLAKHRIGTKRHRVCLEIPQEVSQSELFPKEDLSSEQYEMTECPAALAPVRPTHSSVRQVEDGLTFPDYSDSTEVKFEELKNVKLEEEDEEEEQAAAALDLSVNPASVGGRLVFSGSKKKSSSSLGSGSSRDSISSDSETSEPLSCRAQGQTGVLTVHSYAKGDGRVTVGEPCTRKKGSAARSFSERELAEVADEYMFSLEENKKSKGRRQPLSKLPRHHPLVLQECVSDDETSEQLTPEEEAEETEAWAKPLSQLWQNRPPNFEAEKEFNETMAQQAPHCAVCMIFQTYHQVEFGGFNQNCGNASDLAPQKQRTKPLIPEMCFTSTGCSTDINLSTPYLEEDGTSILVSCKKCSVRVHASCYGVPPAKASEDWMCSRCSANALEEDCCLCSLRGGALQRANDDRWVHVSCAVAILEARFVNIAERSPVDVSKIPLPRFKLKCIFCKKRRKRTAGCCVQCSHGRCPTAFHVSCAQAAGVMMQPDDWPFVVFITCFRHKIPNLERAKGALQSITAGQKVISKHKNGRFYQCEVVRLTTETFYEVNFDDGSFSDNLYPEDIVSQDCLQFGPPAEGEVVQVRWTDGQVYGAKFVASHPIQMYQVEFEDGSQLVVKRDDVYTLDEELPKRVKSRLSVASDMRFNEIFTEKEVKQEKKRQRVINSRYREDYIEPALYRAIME
BLM helicase inh = blocks DNA unwinding by human BLM helicase. P54132. recombinant BLM DNA unwinding, fluorescence dequenching. Potency, µM (series often up to 56.1 µM), inactives show at the highest dose activity change, negative = inhibition, actives largely listed as inhibitors. hit rate 0.2% among 350,000. AID 2528;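 note: plate controls were vehicle for no effect and no enzyme for full effect; nearly all actives have a fitted effect of over 35% in size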
Pol iota inh = DNA polymerase iota (human) inhibition | Pol iota fluorescent replication assay, 10 min | hit rate 1% among 390,000 | Potency, µM (highest dose often 115 µM), inactives show at the highest dose activity, negative = inhibition, hits mostly inhibitors
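Pol iota at 10 nM preincubated 15 min with compounds at room temperature; reaction started with fluorescent substrate, 50 nM final. Fluorescence read kinetically at 0 and 10 min; buffer-only wells as negative control.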
* marks the source's active call; other numbers are inactive results; ? = inconclusive; nt = no result given; [ ] = remark or other dose. Calls come from the whole dose curve; as a rule, active = well fitted curve in the direction sought with a large enough effect; inconclusive = small, poorly fitted or top-dose-only effect, or another doubt; inactive = no such curve, though single readings can be large; an effect the other way counts as inactive or inconclusive. Potency is the fitted concentration of half-maximal effect. An excerpt. The share of hits here may be higher or lower than overall.

Under each structure: G9a block | POLK inh | Pol eta inh | BAZ2B block | APEX1 inh | POLB inh | JMJD2A Tudor | BLM helicase inh | Pol iota inh
- COc1ccc2[nH]c(=O)c(C(c3nnnn3C3CCCCC3)N3CCN(C)CC3)cc2c1 (stereo not given)
 : -31%[12.7 µM] | 0% | -12% | 9% | -2% | 20% | -16% | -5% | -11%
- Cn1c2ccccc2c(=O)c2cc(NCCCN3CCOCC3)ccc21
 : nt | -30% | -15% | nt | -11% | nt | -13% | nt | 29%
- O=C(OCC(=O)N(c1ccccc1)C1CCCCC1)c1ccc(CO)cc1
 : 1%[12.7 µM] | -2% | -7% | -2% | 24% | nt | -6% | nt | 17%
- O=C(N/N=C/c1ccc(C(=O)O)cc1)C(=O)N1CCCCCC1
 : nt | 4% | 5% | 1% | ? | 46% | -2% | -1% | 14%
- CCOC(=O)c1scc(-c2ccc(C)cc2)c1S(=O)(=O)N1CCN(c2ccccc2F)CC1
 : -5%[59 µM] | 0% | -6% | -2% | nt | 4% | -10% | -10% | 12%
- CNS(=O)(=O)c1ccc(C)cc1
 : 21%[59 µM] | -3% | 2% | 8% | 8% | 0% | -19% | -4% | 2%
- C=CCNc1nc(-c2c(C)nc3ncccn23)cs1
 : 5%[0.501 µM] | 4% | -13% | -4% | 4% | 38% | -11% | 0% | 28%
- Cc1cnc(C(=O)N2CCN(S(=O)(=O)c3cc(C(F)(F)F)cc(C(F)(F)F)c3)CC2)cn1
 : nt | 0% | -13% | nt | nt | nt | -5% | nt | 4%
- O=C(/C=C/c1ccc2c(c1)OCO2)Nc1cccnc1
 : -5% | -6% | 8% | -25% | -3% | -16% | -20% | -4% | ?
- O=C(c1ccncc1)N1CCC2(CC1)CCN(c1ccccn1)CC2
 : 0%[12.7 µM] | -3%[60.1 µM] | nt | nt | 0% | nt | nt | -11% | nt
- CN1c2ccc(Cl)cc2-c2nc(SCC(=O)NCc3ccccc3)ncc2S1(=O)=O
 : 3%[59 µM] | 2% | -1% | 3% | nt | 13% | -10% | 0% | 4%
- N#CC1=C(N)NC(SCC(=O)c2ccccc2)=C(C#N)C12CCCC2
 : 50µM* | -10% | -14% | ? | 5% | 0% | ? | -12% | 4%
- Cn1cnc([N+](=O)[O-])c1Sc1nc(N)nc2c1ncn2C1CC(O)C(CO)O1 (stereo not given)
 : nt | -9% | 3% | nt | nt | nt | 5% | nt | -9%
- CC(=O)c1cccc(NC(=O)Cn2cnc(S(=O)(=O)N3CCc4ccccc43)c2)c1
 : 7% | -4% | -9% | -15% | -6% | 4% | -11% | -4% | 12%
- FC(F)(F)c1nnc(-c2ccccc2)nc1Sc1ccc(Cl)cc1
 : 3% | -8% | -18% | -5% | 10% | -9% | -3% | -8% | 10%
- O=C(c1cn(Cc2ccccc2)nc1-c1cccnc1)N1CCN(Cc2ccccc2)CC1
 : 19%[12.7 µM] | 9% | -17% | 4% | 7% | nt | 0% | nt | 65%[activator]
- CCCOc1ccc(-c2cc(C(F)(F)F)c(C#N)c(SCCC(=O)O)n2)cc1
 : -6%[59 µM] | -8% | -17% | ? | nt | -14% | 79µM* | -13% | 5%
- COc1cccc(-n2cnc(=O)c3cccnc32)c1
 : 5%[59 µM] | 5% | -13% | 2% | 1% | 14% | -3% | 0% | 32%[activator]
- CCOC(=O)N1CCN(c2ccc(C(C)=O)cc2F)CC1C (stereo not given)
 : -3% | 5% | -22% | -2% | 7% | 29% | 5% | 1% | 29%
- CN(C(=O)COC(=O)c1ccccc1OCc1ccc(Cl)cc1)c1c(N)n(Cc2ccccc2)c(=O)[nH]c1=O
 : ? | -5% | -11% | -1% | 8% | nt | 15% | nt | -20%
- CCCn1ccc2c(OCC(=O)Nc3ccc(F)cc3F)cccc2c1=O
 : -3%[59 µM] | -1%[60.1 µM] | -21% | -2% | nt | 2% | -4% | 2% | 47%[activator]
- COc1ccc(CNC(=O)C/C(C)=N/NC(=O)c2ccccc2OC)cc1
 : 4% | 7% | 15% | -1% | 1% | 6% | -1% | 0% | 19%
- CCn1cnc2c(cnn2-c2ccccc2)c1=O
 : nt | -11% | 7% | -9% | 2% | 22% | -5% | 1% | 6%
- COc1ccc(NC(=O)c2cccc(S(=O)(=O)N3CCN(c4ccccc4)CC3)c2)c(OC)c1
 : ? | -1% | -8% | -6% | -17% | nt | -19% | nt | 23%
- COCCNC(=O)Cc1ccc(F)cc1
 : 15%[59 µM] | -9% | -7% | 7% | 1% | 23% | -12% | -2% | 6%
- NS(=O)(=O)c1cc(C(=O)N2CCNC(=O)C2)ccc1Cl
 : 29% | -5% | -18% | 2% | -7% | 51% | -11% | -3% | 51%[activator]
- CCOCC(=O)Nc1ccc(Br)c(C)c1
 : 24%[59 µM] | -8% | -1% | 5% | 4% | 2% | -5%[11.4 µM] | -3% | 53%[activator]
- Cc1noc(C)c1COC(=O)c1ccccc1NC(=O)Cc1ccccc1
 : 25%[59 µM] | -14% | -7% | 17% | -1% | -9% | 15% | -10% | -1%
- Cc1ccc(OCc2cc(C(=O)NC(C)Cc3cccc(C)n3)no2)cn1 (stereo not given)
 : 9%[0.501 µM] | -3% | -16% | -8% | 4% | 15% | 3% | -1% | 30%
- Cc1cccc(C(=O)NNC(=O)CCn2nnc3ccccc32)c1
 : -29% | -3% | -6% | 0% | -1% | 1% | -5% | 0% | 49%[activator]
- COc1ccc(-c2nc(CS(=O)CC(=O)NC3CCCCC3)c(C)o2)cc1 (stereo not given)
 : 13% | -1% | 2% | -18% | 17% | -1% | -11% | 1% | 12%
- O=C(COC(=O)c1ccc(F)cc1)NCC1CCCCC1
 : nt | -5% | -4% | nt | -10% | nt | -8% | nt | 23%
- O=C(NCCN1C(=O)S/C(=C\c2cccnc2)C1=O)C1CC(=O)N(Cc2ccco2)C1 (stereo not given)
 : 5% | -2% | -6% | -6% | 15% | -1% | -26% | 1% | 47%[activator]
- COCCN(C(=O)CNC(=O)c1cccs1)C(C(=O)NC1CCCC1)c1cccs1 (stereo not given)
 : 2% | 2% | 1% | -2% | 4% | 5% | -10% | 0% | 4%
- CCOC(=O)N1CCC(NC(=O)CCc2c(C)nc3nc(C)nn3c2C)CC1
 : -5%[59 µM] | -3% | -3% | 1% | 0% | -10% | 0% | -7% | 5%
- COc1ccc(CCNC(=O)Cn2nnc3ccccc3c2=O)cc1
 : 71µM* | -7% | -1% | 12% | 2% | 3%[57.1 µM] | -10% | 0% | 14%
- C1=C(c2ccc(-c3ccccc3)cc2)Nc2ncnn2C1c1ccco1 (stereo not given)
 : 32µM* | -3% | ? | -12% | -5% | -29% | -27% | -8% | ?
- COC(=O)c1[nH]c2cc(C)ccc2c1NC(=O)CN1CCOCC1
 : nt | -10% | -15% | 2% | -2% | 56% | -26% | 0% | 33%[activator]
- Cc1cc(C)n2c(SCc3cccs3)nnc2n1
 : 1%[12.7 µM] | 12% | -8% | -7% | 1% | -5% | -9% | -2% | 0%
- Nc1nc(SCc2ccc(Cl)cc2Cl)ns1
 : 20%[59 µM] | -14% | -3% | 7% | 0% | 2% | -27% | -4% | 1%
- COc1ccc(Br)cc1/C=c1\sc2nc(-c3ccco3)nn2c1=O
 : ? | 20µM* | 3.2µM* | 16µM* | 28µM* | 4.5µM* | 45µM* | -25% | 8.9µM*
- CC(C)=CCc1c2c(c(O)c3c(=O)c4c(oc13)-c1cc(O)c(O)cc1OC4C=C(C)C)C=CC(C)(C)O2 (stereo not given)
 : nt | -10% | -15% | nt | nt | nt | 35µM* | nt | 12%
- Clc1ccccc1-c1nnn(Cc2ccc(-c3nn[nH]n3)cc2)n1
 : -31%[59 µM] | -3% | -12% | -29% | 1% | 12% | 14%[11.4 µM] | 1% | -11%
- COc1cccc2c1C(=O)c1ccc3ccccc3c1C2=O
 : 40µM* | -5% | ? | ? | 3% | 2% | ? | -4% | 9%
- CCOC(=O)c1cc(=O)c2ccc(OCC(=O)Nc3ccccc3)cc2o1
 : 17% | -1% | -10% | -17% | 7% | 5% | -12% | -5% | 41%[activator]
- COCCSc1ccccc1C(=O)Nc1ccccc1C#N
 : ? | 2% | 3% | -3% | 0% | -8% | -14% | -2% | 18%
- NCCCNc1ccc([N+](=O)[O-])cc1C(F)(F)F
 : 11%[0.501 µM] | -8% | -4% | 0% | 14% | 33%[activator] | -6%[57.1 µM] | 2% | 56%[activator]
- CCc1cccc(C)c1Nc1nn2c(=O)c3ccccc3nc2s1
 : 7.1µM* | -4%[60.1 µM] | -8% | 0% | nt | 0% | -20% | 2% | 9%
- COc1ccc(N/N=C(C)/C(=N/O)C(=O)Nc2ccccc2)cc1
 : 22µM* | -6% | -8% | -38% | 0% | 2% | ? | -3% | 34%[activator]
- CC(=O)Nc1cc(C(=O)NCc2ccco2)ccc1Sc1ccc(Cl)cc1
 : ? | 1% | -11% | ? | -2% | 10% | ? | -16% | 2%
- Cc1c(Cl)cccc1NC(=O)C(=O)NCCc1csc(-c2cccc(F)c2)n1
 : -1%[59 µM] | -10%[60.1 µM] | -9% | 1% | nt | 1% | -10% | 3% | 11%
- COC1OC(CO)C(N(C)C(C)=O)C1O (stereo not given)
 : nt | -12% | -3% | nt | nt | nt | -8% | nt | -10%
- CC1(C)CC(=O)C(CC(=O)Nc2ccc(S(N)(=O)=O)cc2)=C(O)C1
 : -20%[59 µM] | -16% | -5% | 10% | -1% | 30% | ? | -7% | 4%
- CC(C(=O)Nc1ccc(C#N)cc1)N(C)CC(=O)Nc1ccccc1Br (stereo not given)
 : -25% | 3% | -21% | -11% | -6% | 5% | 0% | -6% | 20%
- Cc1ccc(CSc2nc(-c3ccccc3C)nc3c2Cc2c(CO)cnc(C)c2O3)cc1
 : 5%[59 µM] | -7% | -10% | -12% | nt | 23% | -5% | -5% | -25%
- CCCC(=O)N1CCN(c2nc3ccc(Br)cc3s2)CC1
 : -8%[0.501 µM] | -12% | -22% | -4% | 3% | 0% | -35% | -2% | -10%
- CN(C)S(=O)(=O)c1ccc(C(=O)Oc2coc(CSc3ncccn3)cc2=O)cc1
 : ? | -17% | -4% | nt | -2% | -11% | -19% | -3% | -21%
- COc1ccc(CN2CC(=O)N(c3cccc(Cl)c3)C2=S)cc1OC
 : -3%[0.501 µM] | -7% | -4% | -14% | -12% | 30% | -11% | -7% | 10%
- CN(CCc1cn[nH]c1)C(=O)CC1C(=O)NCCN1Cc1ccccc1C(F)(F)F (stereo not given)
 : 45µM* | -6%[60.1 µM] | -4% | -18% | 4% | -1% | -14% | 2% | 18%

High-throughput results deposited in PubChem by National Center for Advancing Translational Sciences (NCATS).
